Assay outcomes: PubChem, The Scripps Research Institute Molecular Screening Center
Pf gametocyte – P. falciparum stage V gametocyte viability inhibition; P. falciparum stage V gametocytes, ATP luminescence, 24 h; inhibition, % at 10.9 µM; 150,000 compounds, 0.065% hits;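 active = inhibition above the mean plus 3 SD of compounds within the control limits, set per campaign, cut at about 38% in these data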;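 also: 0% = DMSO wells and 100% = medium only without gametocytes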
The depositor's hits bear a star.

Molecule | Pf gametocyte
COc1ccc(S(=O)(=O)Nc2ccc(Nc3ccccc3)cc2)cc1 | -11
CCN1CCN(CCC(=O)Nc2ccc(C)cc2)CC1 | -3
O=C(CCCl)N1c2ccccc2C=Cc2ccccc21 | 3
O=C1NC(=S)N/C1=C/c1ccc2ccccc2c1 | 2
CC(Sc1nc2ccc(C(=O)c3ccccc3)cc2[nH]1)C(=O)O (stereo unspecified) | -9
COc1nc(Nc2ccc(-c3nc4ccccc4o3)cc2)nc(N2CCOCC2)n1 | 9
Cc1ccc2oc(-c3cccc(NC(=O)c4ccccn4)c3)nc2c1 | 13
Cc1cc(O)ccc1NC(=O)Cc1cccc2ccccc12 | 6
CCCCOc1ccc(NC(=O)CN2CCN(CC)CC2)cc1 | 17
CC(C)c1nnc(NC(=O)CC(C)c2ccccc2)s1 (stereo unspecified) | -15
Cc1ccc(Nc2nc(NCCO)c3ccccc3n2)cc1C | -14
CCOC(=O)c1cn2nc(SCc3ccccc3)nc2nc1C | 11
C[C@@H]1CCC(=O)N(CC[C@H](N=[N+]=[N-])c2ccccc2)CC1 | -12
CCOc1ccc([C@@H]2CC=C(C(=O)O)[C@H](c3ccc(Cl)cc3)N2S(=O)(=O)c2ccc(C)cc2)cc1 | -2
CCCCn1c2nc3ccccc3nc2c2c(=N)oc(C)nc21 | 24
O=C(c1ccccc1Cl)N1CCN(Cc2ccc3c(c2)OCO3)CC1 | 8
CN=C(NC1CCCCC1)c1ccc([N+](=O)[O-])cc1 | 6
COc1ccccc1CNC(=O)C1CCN(Cc2nc(-c3ccc(Cl)cc3)oc2C)CC1 | -14
O=C(O)C(F)=C(c1ccccc1)c1ccccc1 | -34
O=C(C[C@@H]1C/C=C\CCC(=O)O[C@H](c2ccccc2)CNC1=O)N[C@H](CO)Cc1ccccc1 | -25
O=C(O)c1ccc(NS(=O)(=O)c2cccc(C(=O)Nc3ccc([N+](=O)[O-])cc3)c2)cc1 | -42
CCCC(C)NC(=O)C1CC(=O)N(CCc2ccc(F)cc2)C1 (stereo unspecified) | -19
CSc1ccc(CN2CCSCC2)cc1 | -9
COc1ccc(/C=C2\SC(N)=NC2=O)cc1 | 8
O=C(Nc1cc(Cl)ncn1)c1ccccc1 | -3
CN(CC(=O)N1CCOCC1)S(=O)(=O)c1ccc2ccccc2c1 | 14
CCc1ccc(N(CC(=O)NC(C)(C)CC)C(=O)CCC(=O)Nc2nccs2)cc1 | 10
O=C(Nc1ccccc1)N1CCC(O)(c2cccc(C(F)(F)F)c2)CC1 | -15
CC(C)(C)OC(=O)C[C@H]1C/C=C\C[C@@H](CC(=O)N[C@@H](CO)Cc2ccccc2)C(=O)NC[C@@H](c2ccccc2)OC1=O | 7
O=C(CCN1CCOCC1)Nc1ccc(Cl)cc1 | -21

The last 3 compounds of the section above are carried over, then new ones follow:
Molecule | Pf gametocyte
O=C(Nc1ccccc1)N1CCC(O)(c2cccc(C(F)(F)F)c2)CC1 | -15
CC(C)(C)OC(=O)C[C@H]1C/C=C\C[C@@H](CC(=O)N[C@@H](CO)Cc2ccccc2)C(=O)NC[C@@H](c2ccccc2)OC1=O | 7
O=C(CCN1CCOCC1)Nc1ccc(Cl)cc1 | -21
COc1ccc(F)cc1S(=O)(=O)n1cnc2ccccc21 | -10
Cc1ccc(C)c(C(=O)c2ccccc2NC(=O)c2ccccn2)c1 | 12
CC1=C(C(=O)OCc2ccccc2)C(c2ccc3c(c2)OCO3)NC(=O)N1CCCC(=O)O (stereo unspecified) | 23
NC(=O)CC(NC(=O)Cc1ccc(Br)cc1)c1ccc(N2CCc3ccccc3C2)c([N+](=O)[O-])c1 (stereo unspecified) | 15
CCOCCCN(C(=O)c1snc(C(N)=O)c1N)C(C(=O)NC(C)(C)C)c1ccc(Cl)cc1 (stereo unspecified) | 0
CC(=O)Nc1ccc(CN2CCCN(C)CC2)cc1 | 13
COc1ccc(C(=O)CC(=O)Nc2ccc([N+](=O)[O-])cc2)cc1 | -17
CC(=O)C12CC(C)=C(C)CC1CC1C3CCC4=CC(=O)CCC4(C)C3CCC12C (stereo unspecified) | 6
CCCNC(=O)C1(CC2CC(c3ccccc3)=NO2)CCN(C(=O)C2(C)CC2)CC1 (stereo unspecified) | -5
CCN(CC)C(=O)c1[nH]cnc1C(=O)N[C@H](C)c1ccccc1 | 19
Cn1c(=O)c2c(nc(SCc3ccc(F)cc3)n2C)n(C)c1=O | -9
COc1ccc(/C=C2/C(=O)N(c3ccccc3)N=C2C)c(OC)c1 | -10
CCCCNc1c(-c2ccc(Sc3ccc(OC)cc3)cc2)nc2cc(C)ccn12 | 9
COc1cc(CCCN2CCNC[C@@H]2c2ccccc2)cc(OC)c1OC | -24
COc1ccc(NC(=O)CCC(=O)NCc2ccco2)c([N+](=O)[O-])c1 | 4
CCc1ccccc1NC(=O)C1CCCC1 | -37
O=C1c2ccccc2C(=O)N1CC(O)COc1ccccc1Cl (stereo unspecified) | 20
C/C(=C/c1ccccc1)C(=O)N1CCN(c2ccc(F)cc2)CC1 | -7
O=C(O)c1cccc(C(=O)O)c1Br | 7
Cc1ccc(OCC(=O)Oc2ccccc2[N+](=O)[O-])cc1 | -17
N#C[C@@H]1N(Cc2ccccc2)C(=O)[C@H]2CC3C=CC21O3 (stereo partly specified) | -9
CCOc1ccc(NC(=O)C(CC(=O)O)Cc2ccc(Br)cc2)cc1 (stereo unspecified) | -18
COc1ccc(NC(=O)c2ccccc2Oc2ccccc2)cc1 | 8
COc1ccc(C2/C(=C(/O)c3cnn(-c4ccccc4)c3C)C(=O)C(=O)N2CCN(C)C)cc1OC (stereo unspecified) | -1
COc1ccc(Cl)cc1C(=O)O/N=C(\N)c1ccccn1 | -12
CCOC(=O)[C@H]1[C@H]2COc3cc(OC)ccc3[C@@H]2N2C(=O)c3cc(OC)c(OC)cc3NC(=O)[C@@]12C | 4
COc1ccccc1C(=O)Nc1ccc(S(=O)(=O)N(C)c2ccccc2)cc1 | -15
O=C1NC[C@H](c2ccccc2)OC(=O)[C@@H](Cc2ccc(F)cc2)C/C=C\C[C@H]1CC(=O)N(CCO)Cc1ccccc1 | -14
CC1CCCC(C)N1C(=O)Cn1nnc(-c2ccc([N+](=O)[O-])cc2)n1 (stereo unspecified) | 3
Cc1ccc(NC(=O)CCN2CCCCC2)cc1 | 9

Three structures out of the list, arranged by formula weight, ascending.
Molecule | Pf gametocyte
Cc1ccc(OCC(=O)Oc2ccccc2[N+](=O)[O-])cc1 | -17
COc1ccc(F)cc1S(=O)(=O)n1cnc2ccccc21 | -10
COc1ccccc1C(=O)Nc1ccc(S(=O)(=O)N(C)c2ccccc2)cc1 | -15

(cont.)
Molecule | Pf gametocyte
Cc1ccccc1CN1CCN(C2CCC2)CC1CCO (stereo unspecified) | -13
Cc1ccnc(OC(C(=O)O)C(OCc2ccccc2)(c2ccc(F)cc2)c2ccc(F)cc2)n1 (stereo unspecified) | 18
Cc1ccc(C(O)c2nc3ccccc3n2C)cc1 (stereo unspecified) | -3
O=C(/C=C/c1cccc([N+](=O)[O-])c1)OCC1CCCO1 (stereo unspecified) | 13
CC(C#N)(Cc1ccccc1)Nc1ccccc1 (stereo unspecified) | -2
O=C(N/N=C/c1ccccc1)c1ccc2c(c1)OCO2 | 3
COc1cc(C(c2c(C)[nH][nH]c2=O)c2c(C)[nH][nH]c2=O)cc(Cl)c1O | -74
CCC(C(=O)Nc1nc(C)c(C)s1)c1ccccc1 (stereo unspecified) | 0
COc1ccc(OC)c(NC(=O)c2cnn(-c3ccccc3)c2C)c1 | 5
CC(C)c1ccc(OCC(=O)N2CCc3ccccc3C2)cc1 | -16
CCC(=O)Oc1ccc(C2NC(=O)c3ccccc3O2)cc1OC (stereo unspecified) | 30
CCOc1ccccc1NC(=O)c1ccc2c(c1)C(=O)N(C(C)(C)C)C2=O | 9
CCOC(=O)N1CCC(N2CCN(c3ccccc3)CC2)CC1 | -1
Brc1ccc(OCCCCN2CCCCC2)cc1 | -7
COc1ccc(NC(=O)COc2ccc(Br)cc2)c(OC)c1 | -14
COc1cc(C(=O)OCCCc2cc3ccccc3c(=O)o2)cc(OC)c1OC | -6
C#CCC(NC(=O)c1ccc(C#N)cc1)C(=O)NCCC (stereo unspecified) | 9
COc1ccc(C(=O)C(=O)c2ccc(OCCO)cc2)cc1 | 10
CCN(CC)C(=O)CN1C(=O)c2cccc3cccc1c23 | -10
CCN(C(=O)c1ccccc1F)c1nc(-c2ccc(OC)cc2)cs1 | 2
CC1CC(C)(C)N(C(=O)CN2CCN(C)CC2)c2ccccc21 (stereo unspecified) | -8
O=C(NC1CCCN(Cc2ccc(Cl)cc2)C1)c1cccc(F)c1 (stereo unspecified) | 18
Fc1cccc(CCN2CCNC[C@H]2Cc2cccc3ccccc23)c1 | -10
COc1ccc(CN2CCN(CCCc3ccccc3)C(CCO)C2)c(OC)c1 (stereo unspecified) | 3
N#CCCn1cc(C(=O)Nc2ccc(C(=O)O)cc2)c(-c2cccc(Br)c2)n1 | 2
COc1ccc(CCNc2nc(C)cc(C)n2)cc1OC | 22
CCC(CC)COC(=O)C1=C(C)NC(=O)NC1c1ccc(N(C)C)cc1 (stereo unspecified) | 6
COc1ccc(CN2CCc3ccccc3C2)cc1Br | 7
N#Cc1c(C(F)(F)F)cc(Cc2ccccc2)nc1SCC(=O)NCC(=O)O | -9
O=C(Nc1cc(-c2ccccc2)nn1-c1c(Cl)cccc1Cl)c1ccc(F)cc1 | -40

Continuation:
smiles	Pf gametocyte
Cc1cccc(-n2cnc3c(c2=O)c2nc4ccccc4nc2n3Cc2ccco2)c1	10
CC(C)OCCCNC(=O)CN1C(=O)c2cccc3cccc1c23	21
CCCCN=C1SC(C(=O)Nc2sc3c(c2C(=O)OC)CCC3)C(N)=C1C(=O)N1CCOCC1 (stereo unspecified)	17
O=C1CC2(CCCCCC2)Oc2ccc(Cl)cc21	-36
CC(CN1CCCC1)OC(=O)C(c1ccccc1)c1ccccc1 (stereo unspecified)	8
COc1ccc(S(=O)(=O)N2CCc3ccccc32)cc1C(=O)O	-4
c1ccc2[nH]c(-c3ccc4c(c3)OCO4)nc2c1	21
CC(C)(C)OC(=O)N[C@@H](C(=O)OC(C)(C)C)c1ccccc1	-5
Cc1ccc2nc(-c3ccc(NC(=S)NCC(C)(C)CN(C)C)cc3)sc2c1	-8
COc1ccc(S(=O)(=O)NCCc2ccncc2)cc1	6
CCC(C)Sc1cccc(-c2nc3ccc(C)cn3c2NC2CCCCC2)c1 (stereo unspecified)	-42
Cc1ccc(-c2csc(N3CCN(c4cc5c(cc4Cl)nc(C)n5CCN4CCCCC4)CC3)n2)cc1	-3
CC1C(=O)C(C)C(c2ccc(Cl)cc2)NC1c1ccc(Cl)cc1 (stereo unspecified)	-4
COc1cc(/C=N/NC(=O)Cc2ccccc2)cc(OC)c1OC	5
COc1cc(NC(=O)c2c(-c3ccccc3Cl)noc2C)c2ncccc2c1	4
NN1C(=O)/C(=C2/Sc3ccccc3N2CCCS(=O)(=O)O)SC1=S	19
COC(=O)C[C@H]1c2cc(F)cc(F)c2S(=O)(=O)N1C1CCN(Cc2ccccc2)CC1	-36
CCN1C(=O)[C@H]2[C@@H](c3ccc(-c4ccc(Cl)c(Cl)c4)cc3)N[C@@](C)(C(=O)OC)[C@H]2C1=O	22
O=C(NCc1ccc2c(c1)OCO2)c1ccc(Br)cc1	0
COc1ccc(CCNC(=O)CSCc2ccc(C)cc2)cc1OC	5
Cc1ccc(N2CC(O)Cn3c2nc2c3c(=O)[nH]c(=O)n2C)cc1 (stereo unspecified)	7
COc1cccc(CN2CCN(CC(=O)NCCc3ccccc3)CC2)c1	-17
CCOC(=O)C[C@H]1c2ccc(C(F)(F)F)cc2S(=O)(=O)N1Cc1ccccc1	18
CCN(CC)N=Nc1ccc(S(=O)(=O)Nc2c(C)n(C)n(-c3ccccc3)c2=O)cc1	-5
CCCC[C@@H]1CCCO[C@@](C(=O)NCc2ccc(C)o2)(C(F)(F)F)C1	-5

The list goes on.
smiles	Pf gametocyte
Cc1cc(C)cc(NS(=O)(=O)c2ccc(NC(=O)c3ccccc3C(=O)O)cc2)c1	15
C[C@H](CO)N1C[C@H](C)[C@H](CN(C)C)Oc2ccc(NS(=O)(=O)c3ccc(F)cc3)cc2CC1=O	-2
O=c1c2ccccc2c(=O)n(-c2ccccc2)n1CCCCBr	11
COC(=O)CCC[C@H]1CC2(C[C@H](CCCO[Si](C)(C)C(C)(C)C)N1C(=O)OC(C)(C)C)OCCO2	-36
CC(C)C(NS(=O)(=O)c1ccccc1)C(=O)N1CCCCCC1 (stereo unspecified)	-11
COc1ccc(C2C(C(=O)c3sc(C)nc3C)=C(O)C(=O)N2CCCn2ccnc2)cc1 (stereo unspecified)	0
O=C(CCc1nnc(Cc2cccc(C(F)(F)F)c2)o1)NCCc1ccccc1F	12
O=C(Nc1cccc2ccccc12)NC1CCCCC1	6
CN1CCN(CCCNc2nc3ccccc3c3nc(-c4ccccc4)nn23)CC1	8
COc1ccccc1N1CCN(/N=C/c2cccc(Cl)c2)CC1	6
Oc1ccc(-c2csc(Nc3ccccn3)n2)cc1	7
CC(=O)NCC(=O)NC1CCCc2c1cnn2-c1ccc(C(C)(C)C)cc1 (stereo unspecified)	-8
CCOc1ccc(NC(=S)NS(=O)(=O)c2cc(Br)ccc2OCC)cc1	3
O=C(Cc1ccccc1)Nc1nccs1	5
CCOC(=O)c1sc2ncnc(Nc3cccc(C(=O)O)c3)c2c1C	0

A stretch from further up, for reference:
smiles	Pf gametocyte
CN1CCN(CCCNc2nc3ccccc3c3nc(-c4ccccc4)nn23)CC1	8
COc1ccccc1N1CCN(/N=C/c2cccc(Cl)c2)CC1	6
Oc1ccc(-c2csc(Nc3ccccn3)n2)cc1	7
CC(=O)NCC(=O)NC1CCCc2c1cnn2-c1ccc(C(C)(C)C)cc1 (stereo unspecified)	-8
CCOc1ccc(NC(=S)NS(=O)(=O)c2cc(Br)ccc2OCC)cc1	3
O=C(Cc1ccccc1)Nc1nccs1	5
CCOC(=O)c1sc2ncnc(Nc3cccc(C(=O)O)c3)c2c1C	0

The list is partial (hit frequency here may not be typical).
